Assay outcomes deposited in PubChem BioAssay by several laboratories.
GPR35 antagonists: GPR35 antagonists blocking zaprinast-driven arrestin recruitment, primary screen, imaging, U2OS, beta-arrestin-GFP, zaprinast agonist (AID 2058) | inhibition, % at 10 µM, or IC50 in µM where a hit was titrated | G-protein coupled receptor 35 (Homo sapiens) | hit rate 0.052% among 290,000 | U2OS GPR35 beta-arrestin-GFP translocation imaging, zaprinast antagonism; higher % means a stronger effect;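 active = inhibition of at least 50% with at least 30 cells and total cytoplasm GFP at most 10,000,000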
KOR beta-arrestin-1: KOR antagonists, beta-arrestin recruitment, cell-based, luminescence, uHTS (AID 1778). Kappa-type opioid receptor (Homo sapiens). KOR beta-arrestin recruitment, luminescence, antagonist mode; higher % means a stronger effect. inhibition, % at 10 µM; hits with a dose series show IC50 in µM. hit rate 0.091% among 290,000; also: strong numbers were not always called active
KOR beta-arrestin-2: KOR agonists, beta-arrestin recruitment, primary screen, cell-based, luminescence, uHTS (AID 1777); Kappa-type opioid receptor (Homo sapiens); KOR beta-arrestin recruitment, luminescence; higher % means a stronger effect; hit rate 0.02% among 280,000; activation, % at 10 µM; hits with a dose series show EC50 in µM; in the data active = activation above about 50%, passing the limit was not always enough; also: a part of the inactive calls stands beside numbers as strong as those of hits
NOD2 inhibition: NOD2 signaling inhibitors, cell-based, luminescence, uHTS, HEK293 (AID 1566) | HEK293 NOD2/NF-kB luciferase reporter, luminescence; higher % means a stronger effect | hit rate 0.63% among 290,000 | inhibition, % at 4 µM, or EC50 in µM where a hit was titrated; also: many of its hits are not listed in these tables
GPR55 LPI antagonism: GPR55 antagonists blocking LPI-driven arrestin recruitment, primary screen, imaging, U2OS, beta-arrestin-GFP, LPI agonist (AID 2013). U2OS GPR55 beta-arrestin-GFP translocation imaging, LPI antagonism; higher % means a stronger effect. hit rate 0.13% among 290,000. inhibition, % at 10 µM; hits with a dose series show IC50 in µM. G-protein coupled receptor 55 (Homo sapiens);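 active = spots per cell inhibited over 60%, with over 100 cells counted and total cytoplasm intensity under 500,000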;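 also: U2OS cells stably carrying GPR55 and arrestin-GFP stimulated by 5 µM LPI near EC80; imaged beta-arrestin-GFP aggregate spots per cell after agonist stimulation; plate controls were LPI-stimulated DMSO wells for no effect and DMSO wells without LPI for full effect; some results filed as inactive read as strong as hits; confirmed hits need IC50 under 10 µM and bright autofluorescent wells are also inconclusive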
NOD1 NF-kB reporter: NOD1 signaling inhibitors, primary screen, cell-based, luminescence, uHTS (AID 1578). NOD1-driven NF-kB luciferase reporter cells, luminescence; higher % means a stronger effect. inhibition, % at 4 µM; hits with a dose series show EC50 in µM. hit rate 1% among 290,000; in the data active = inhibition mostly above about 36%, no sharp cut-off; inactive = mostly below about 34%;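 also: HEK-293T reporter cells stimulated with the NOD1 agonist gamma-tri-DAP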
GPR55 beta-arrestin: GPR55 agonists via beta-arrestin recruitment, primary screen, imaging, U2OS cells, beta-arrestin-GFP redistribution (AID 1961); G-protein coupled receptor 55 (Homo sapiens); U2OS GPR55 beta-arrestin-GFP redistribution imaging; higher % means a stronger effect; activation, % at 10 µM, or EC50 in µM where a hit was titrated; hit rate 0.048% among 290,000;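 active = activation above 40% with more than 50 cells counted in the well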;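 also: U2OS osteosarcoma cells stably expressing GPR55 and beta-arrestin-GFP; plate controls were DMSO negative control for no effect and LPI positive control for full effect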
HIV peptide binding: inhibitors of HIV fusion peptide binding, primary screen, biochemical, uHTS, fluorescence dequenching (AID 1986); cell-free peptide binding, fluorescence dequenching, 30 min; higher % means a stronger effect; inhibition, % at 20 µM, or IC50 in µM where a hit was titrated; hit rate 0.3% among 290,000; in the data active = inhibition mostly above about 52%, no sharp cut-off; inactive = mostly below about 76%; also: some results filed as inactive read as strong as hits
Myeloid diff 2: induction of myeloid progenitor differentiation, primary screen, cell-based, flow cytometry, MLPCN library; ER-HoxA9 myeloid progenitors, lysozyme-GFP differentiation; calls only at 10 µM; hit rate 1% among 360,000;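 active = normalized GFP-positive differentiation at or above the plate's own cutoff, the solvent-only control mean plus 3 SD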;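 also: cells exposed to compound for four days before flow analysis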
Myeloid diff 2 GFP+ MAC1+ %: recorded beside Myeloid diff 2, whose call it bears; GFP+ MAC1+ double positive, %; measured here: differentiation confirmed by MAC1 staining
An asterisk follows results filed as active; i = inactive; . = no result given; + = active, no number; [ ] = remark or other dose. Rule as the data show it, unless noted: active = inhibition above about 50%; inactive = the rest.

A first look (two entries):
Every second line gives: GPR35 antagonists	KOR beta-arrestin-1	KOR beta-arrestin-2	NOD2 inhibition	GPR55 LPI antagonism	NOD1 NF-kB reporter	GPR55 beta-arrestin	HIV peptide binding	Myeloid diff 2	Myeloid diff 2 GFP+ MAC1+ %
COc1ccc(C(=O)Nc2ccnn2C2CCN(Cc3cnn(C)c3)CC2)cc1
 : 12%	-57%	1.0%	-11%	-13%	0%	-0.2%	-0.8%	i	1.7
O=C(Cc1n[nH]c(=O)c2ccccc12)NCc1ccc(Cl)cc1
 : 11%	-2%	1.8%	-11%	16%	-10%	1.0%	0.6%	i	0.5

The listing, from the first entry:
Every second line gives: GPR35 antagonists	KOR beta-arrestin-1	KOR beta-arrestin-2	NOD2 inhibition	GPR55 LPI antagonism	NOD1 NF-kB reporter	GPR55 beta-arrestin	HIV peptide binding	Myeloid diff 2	Myeloid diff 2 GFP+ MAC1+ %
COc1ccc(C(=O)Nc2ccnn2C2CCN(Cc3cnn(C)c3)CC2)cc1
 : 12%	-57%	1.0%	-11%	-13%	0%	-0.2%	-0.8%	i	1.7
O=C(Cc1n[nH]c(=O)c2ccccc12)NCc1ccc(Cl)cc1
 : 11%	-2%	1.8%	-11%	16%	-10%	1.0%	0.6%	i	0.5
N#Cc1ccccc1S(=O)c1ccccc1C(=O)Nc1ccccc1 (centres undefined)
 : -18%	1%	-1.9%	14%	-3%	-25%	-0.3%	-1.3%	i	0.4
Cc1ccc(NC(=O)N2CCN(C)CC2)cc1NC(=O)N1CCN(C)CC1
 : 10%	32%	-2.4%	23%	7%	7%	-0.1%	0.2%	i	0.5
CCOc1ccc(S(=O)(=O)N(C)CC(=O)NCc2ccc3c(c2)OCO3)cc1
 : 1%	24%	-0.3%	-23%	-2%	-46%	-0.1%	1.5%	i	2.8
CCCCCC(C(=O)O)C(C)CC(=O)NC1CCCCC1 (centres undefined)
 : -6%	0%	-6.2%	18%	11%	12%	-0.2%	-1.5%	i	1.5
Cc1ccccc1Nc1nc(=O)c2cc([N+](=O)[O-])ccc2s1
 : -6%	-20%	-3.6%	12%	-2%	12%	-0.2%	0.2%	i	0.5
COc1ccc(-c2cc(C(=O)Nc3cc(C)on3)no2)cc1
 : 4%	2%	-1.0%	-12%	0%	-38%	0.0%	1.6%	i	0.8
CCOc1ccc(-n2cccc2C=O)cc1
 : 0%	25%	2.5%	-17%	-3%	-35%	3.2%	2.4%	i	1.1
Cc1c(N=N/C(C(=O)Nc2ccccc2)=C(/O)c2ccccc2)c(=O)n(-c2ccccc2)n1C
 : -8%	1%	-2.7%	4%	31%	-34%	0.1%	29%	i	0.3
Cc1ccc(OCCn2c(=S)[nH]c3c(N)ncnc32)cc1
 : 3%	18%	-0.6%	21%	12%	-12%	-0.2%	-2.3%	i	0.1
O=C(Nc1ccc2nc3n(c(=O)c2c1)CCCCC3)c1ccccn1
 : 6%	-10%	-3.5%	-64%	1%	-21%	-0.1%	2.5%	i	2.2
Cc1cc(=O)oc2c(C)c(OCC(=O)N3CCN(c4ccc(F)cc4)CC3)ccc12
 : 14%	-24%	0.5%	29%	-2%	5%	0.6%	-0.5%	i	0.2
COc1ccc(Cl)cc1NC(=O)CSc1nc(NS(=O)(=O)c2ccc(C)cc2)cc(=O)[nH]1
 : -10%	-35%	2.3%	2%	11%	-35%	-0.2%	1.4%	+	17*
O=C(Nc1ccccc1)c1ccccc1N=Cc1cccc(O)c1
 : 1%	-24%[20 µM]	-2.4%	-15%	2%	-30%	-0.1%	-0.9%	i	0.3
Cc1ccc2c(c1)c1c(n2C)C(=O)CCC1
 : 0%	-4%	0.6%	-4%	4%	-13%	0.0%	0.7%	i	0.7
CC(C)CCNC(=O)c1c[nH]c2ccc(S(=O)(=O)N3CCC4(CC3)OCCO4)cc2c1=O
 : -11%	-30%	3.6%	4%	0%	-25%	0.1%	-0.1%	i	0.4
COc1ccc(-c2nn(CCC(=O)O)cc2/C=C2\SC(N)=NC2=O)cc1
 : -22%	8%	6.1%	12%	-1%	-13%	-0.2%	1.8%	i	1.2
CC(=O)CSc1nnc(CN2C(=O)CSc3ccc(C(F)(F)F)cc32)n1C
 : -13%	22%	-2.1%	16%	10%	-2%	0.2%	-0.5%	i	0.4
COC(=O)c1ccc(NC(=O)Nc2ccccc2C)cc1
 : 13%	27%	-1.2%	-5%	5%	-8%	0.2%	0.5%	i	1.8
Cc1cc(-c2ccc(S(=O)(=O)N3CCN(C)CC3)s2)on1
 : -13%	13%	0.8%	1%	15%	-20%	0.3%	1.4%	i	0.5
Cc1oc(-c2ccccc2F)nc1CS(=O)(=O)CC(=O)NCCCN1CCN(C)CC1
 : -14%	-8%	1.9%	13%	-19%	38%	-0.1%	0.8%	i	9.9
CCOc1ccc(NC(=O)CN(C2CCCCC2)S(C)(=O)=O)cc1
 : 13%	17%	-6.6%	5%	-6%	20%	0.0%	-0.9%	i	1.5
Cc1ccc(NC(=O)NNC(=O)c2cc3ccccc3cc2O)cc1
 : 1%	-8%	-1.1%	7%	15%	-45%	-0.1%	5.4%	i	1.1
CC(=O)Nc1ccc(C(=O)N/C(=C\c2ccccc2)C(=O)Nc2cccc(C(=O)O)c2)cc1
 : -4%	16%	1.0%	2%	10%	-2%	0.0%	2.6%	i	0.6
O=C(Nc1cccc2ncccc12)c1ccc(Cl)cc1
 : 1%	-17%	-0.6%	7%	14%	-28%	-0.1%	-1.0%	i	0.3
O=C(Nc1cccc(S(=O)(=O)NCc2ccco2)c1)c1cc(-c2ccccc2)nc2ccccc12
 : 0%	4%	2.1%	16%	-8%	12%	0.2%	5.9%	i	2.4
Cc1ccc(CNS(=O)(=O)c2c(C)[nH]c(C)c2C(=O)N2CCCC2)cc1
 : 17%	-3%	-4.7%	8%	9%	-33%	-0.1%	0.1%	i	5.1
CCc1ccc(C(C(=O)NC2CCCCC2)N(C(=O)c2ccccn2)c2cccnc2)cc1 (centres undefined)
 : 10%	-8%[20 µM]	.	13%	8%	-30%	-0.1%	1.6%	.	.
O=C1/C(=C/c2cccc(Br)c2)SC(=S)N1/N=C/c1cc([N+](=O)[O-])ccc1O
 : 8%	-12%	0.1%	22%	-2%	9%	-0.1%	17%	i	0.6
CCCN1C(=O)CC(Sc2ncccc2C(=O)O)C1=O (centres undefined)
 : 18%	16%	1.4%	23%	-3%	1%	-0.3%	-0.7%	i	0.6
CC(/C=C1\SC(=S)N(NC(=O)c2ccncc2)C1=O)=C\c1ccccc1
 : 6%	15%	-0.3%	-21%	81%	8%	-0.1%	3.4%	i	1.1
Cc1cc(Cl)c2oc(C(=O)N3CCN(c4cccc(C)n4)CC3)c(C)c2c1
 : 2%	-12%[20 µM]	-2.2%	-31%	2%	-36%	-0.2%	0.3%	.	.
O=C1/C(=C/c2coc3ccc(O)cc3c2=O)SC(=S)N1c1ccccc1
 : -6%	24%	-1.5%	8%	10%	-10%	0.0%	-3.1%	i	0.7
COc1ccccc1CN(Cc1cc2cc(C)ccc2[nH]c1=O)Cc1nnnn1Cc1ccco1
 : -8%	-47%	-3.4%	-16%	-6%	-1%	-1.0%	-1.0%	i	0.6
COc1cccc(-c2cccc(NC(=O)C3CCN(Cc4ccc(C)o4)CC3)c2)c1
 : -3%	21%	-3.1%	-1%	0%	-29%	-0.1%	1.6%	i	1.7
O=C(Cc1ccccc1)NCC(=O)Nc1ccccc1Br
 : 25%	-15%	-0.1%	7%	7%	-1%	-0.4%	2.4%	i	0.6
O=C(COC(=O)CN1C(=O)c2ccccc2C1=O)Nc1ncc(Cl)cc1Cl
 : -6%	45%	3.4%	2%	-1%	-19%	-0.1%	-2.7%	i	0.2
Cc1ccc(C)c(S(=O)(=O)Nc2ccc(C(=O)N3CCCCC3)cc2)c1
 : 4%	1%	0.8%	5%	-7%	-24%	-0.1%	0.8%	i	3.3
COc1ccc(/C=N/n2cnc3c([nH]c4ccc(Br)cc43)c2=O)cc1CN1CCOCC1
 : 5%	-19%	1.0%	18%	-20%	11%	-0.1%	0.4%	.	.
CCOC(=O)c1sc(NC(C)=O)nc1C
 : -11%	4%	0.9%	6%	-2%	-6%	-0.1%	-1.7%	i	1.4
Cc1ccc2[nH]c(=O)c(CN(Cc3cccs3)C(=S)NCC3CCCO3)cc2c1 (centres undefined)
 : 4%	-9%	11%	-12%	-9%	-23%	-0.2%	4.0%	i	0.0
COc1cccc(NC(=S)/C(=C(\[O-])c2ccc(OC(F)F)cc2)[n+]2ccccc2)c1
 : 5%	3%	-1.4%	-5%	7%	-30%	0.2%	-0.8%	i	0.5
CCN(C(=O)CN1C(=O)NC(c2ccccc2)(c2ccccc2)C1=O)c1ccccc1
 : -5%	-45%	-6.4%	5%	0%	-8%	-0.2%	-0.8%	i	0.9
C=CCN(C(=O)c1csnn1)C(C(=O)NC1CCCC1)c1ccc(F)cc1 (centres undefined)
 : -19%	-6%	0.4%	2%	9%	-16%	0.5%	0.8%	i	0.9
CN1C=CC=C/C1=C1/N=C(c2ccccc2)OC1=O
 : -10%	-15%	1.9%	18%	9%	-30%	-0.7%	0.9%	i	0.2
Cc1ccc(N2CCN(c3ccc(C)cc3)C2c2cccnc2)cc1
 : -11%	14%	8.6%	11%	-6%	30%	-0.2%	21%	i	6.6

An excerpt from above in order of their number in HIV peptide binding, highest first:
| molecule | HIV peptide binding |
| --- | --- |
| Cc1ccc(N2CCN(c3ccc(C)cc3)C2c2cccnc2)cc1 | 21% |
| CN1C=CC=C/C1=C1/N=C(c2ccccc2)OC1=O | 0.9% |
| C=CCN(C(=O)c1csnn1)C(C(=O)NC1CCCC1)c1ccc(F)cc1 (centres undefined) | 0.8% |
| CCCN1C(=O)CC(Sc2ncccc2C(=O)O)C1=O (centres undefined) | -0.7% |
| COc1cccc(NC(=S)/C(=C(\[O-])c2ccc(OC(F)F)cc2)[n+]2ccccc2)c1 | -0.8% |

Not all compounds are listed. The share of hits here may be higher or lower than overall.
